All columns: NCI-60 one-dose screen, growth in % after 48 h at 10 µM unless noted; 100 = growth as untreated, 0 = no growth, -100 = all killed.
SW-620 = SW-620 colon cancer; 82,000 tested, 5.2% active
HT29 = HT29 colon cancer; 81,000 tested, 7.4% active; AID 1794748
HCC-2998 = HCC-2998 colon cancer. AID 1794799. 79,000 tested, 4.7% active
KM12 = KM12 colon cancer cells | 82,000 tested, 5% active | AID 1794800
SF-268 = SF-268 CNS cancer cells. AID 1794759. 82,000 tested, 3.1% active
SNB-75 = SNB-75 CNS cancer | 79,000 tested, 5% active | AID 1794750
SNB-19 = SNB-19 CNS cancer cells. 81,000 tested, 2.5% active
HCT-116 = HCT-116 colon cancer | 82,000 tested, 7.3% active | AID 1794798
HCT-15 = HCT-15 colon cancer; 82,000 tested, 5.2% active
Active calls of the source: *; . = no result given; & = joins results of further samples; [ ] = dose if it differs, or a comment. The calls were made as follows: active = growth percent below 10; inactive = the rest. Random draw from the library (roughly 11% active in at least one column).

SMILES | SW-620 | HT29 | HCC-2998 | KM12 | SF-268 | SNB-75 | SNB-19 | HCT-116 | HCT-15
C=C(C)[C@@H]1CC[C@]2(C(=O)N3CCN(C)CC3)CC[C@]3(C)[C@H](CC[C@@H]4[C@@](C)(CCC#N)[C@H](C(=C)C)CC[C@]43C)[C@@H]12 | 95 | 71 | 101 | 85 | 77 | 73 | 88 | 83 | 81
CC1(C)COC(Cc2ccccc2)=N1 | 111 | 94 | 107 | 101 | . | 92 | 100 | 117 | 102
CCC(C(=O)NC(=O)NOC)c1ccccc1 (stereo not drawn) | 114 | 103 | 102 | 100 | 97 | 87 | 102 | 98 | 106
O=C1OC(=O)C2(Cl)C3C=CC(C3)C12 (stereo not drawn) | 91 | 93 | 108 | 101 | 96 | 74 | 97 | 102 | 99
O=[N+]([O-])c1ccc(-c2cnc3nonc3n2)cc1 | 99 | 105 | 118 | 99 | 100 | 103 | 93 | 56 | 97
O=c1cc(-c2ccncc2)oc2ccccc12 | 101 | 93 | 106 | 100 | 99 | 100 | 98 | 105 | 98
C[N+]1(C)CCCC1c1ccccc1 (stereo not drawn) | 100 | 104 | 117 | 105 | 98 | 82 | 110 | 100 | 104
CC(=O)c1c[nH]c2ccc(-c3ccnc(Nc4ccc(NC(=O)C5CCCC5)c(CN5CCOCC5)c4)n3)cc12 | 0.2* | 7.0* | -31* | -64* | -42* | -81* | -6.5* | 0.9* | -22*
CC(C)(C)C1CCC(N)CC1 (stereo not drawn) | 102 | 102 | 118 | 105 | 102 | 95 | 107 | 101 | 103
CCOC(=O)C(Nc1ccccc1)C(=O)OCC | 111 | 106 | 103 | 115 | 122 | 85 | 105 | 101 | 99
COc1ccc(C(=O)C(C#N)c2ccccc2)cc1 (stereo not drawn) | 92 | 114 | 107 | 100 | 104 | 90 | 105 | 97 | 103
COc1ccccc1/C=C1\N=C(c2ccccc2)OC1=O | 108 | 103 | 110 | 109 | 111 | 94 | 102 | 104 | 107
CC1CCC(=O)N1c1ccc(N)cc1 (stereo not drawn) | 114 | 97 | 99 | 102 | 103 | 97 | 98 | 101 | 108
Cc1nnc(N)s1 | 106&104 | 93&96 | 114&109 | 103&102 | 107&105 | 102&92 | 103&102 | 93&105 | 101&96
c1ccc(CSCc2ccccc2)cc1 | 106 | 100 | 106 | 102 | 123 | 80 | 102 | 103 | 104
Cc1[nH]c(C(=O)Nc2ccc(C(N)=O)cc2OCc2cccc(C(=O)NCCN)c2)c(Cl)c1Cl | 98 | 94 | 104 | 98 | 100 | 97 | 90 | 98 | 103
COc1ccccc1NC(=O)/C=C\C(=O)O | 97 | 101 | 107 | 107 | 110 | 87 | 106 | 105 | 103
Fc1ccc(-c2nnc(/C=C/c3cn(-c4ccccc4)nc3-c3ccccc3)o2)cc1 | 87 | 89 | 95 | 102 | 103 | 88 | 108 | 57 | 96
CCN(CC)Cc1cc(OC(=O)c2ccccc2)cc(C(=O)OC)c1 | 99 | 105 | 104 | 99 | 96 | 79 | 113 | 101 | 104
O=C1C(Cl)C(c2ccc(Br)cc2)N1n1cnnc1 (stereo not drawn) | 99 | 97 | 102 | 90 | 93 | 79 | 99 | 98 | 100
COc1ccc(/C(Cl)=N\N=C(\Cl)c2c(Cl)c(OC)c(OC)c(OC)c2Cl)cc1 | 90 | 56 | 80 | 48 | 88 | 84 | 75 | 79 | 69
O=C1/C(=C/c2cc(Cl)cc(Cl)c2)Cc2c(F)ccc(Br)c21 | 110 | 104 | 97 | 96 | 96 | 88 | 98 | 100 | 102
O=[N+]([O-])c1cc([N+](=O)[O-])c(NN=C(c2ccc(O)cc2)c2ccc(O)cc2)cc1Cl | -75* | -83* | -93* | -78* | -92* | -16* | 89 | -91* | -86*
CCc1ccc(Cc2cnc(NC(=O)C3=NCCCN3)s2)cc1 | 97 | 108 | 90 | 101 | 98 | 94 | 101 | 108 | 93
CN(C)CCn1c2ccccc2c2nc3cc4ccccc4cc3nc21 | -58* | -50* | -82* | 4.9* | 46 | 43 | 29 | -61* | -36*
C=C1CCC2C3(C)COC(c4ccco4)OC3CCC2(C)C1CC(NCc1ccccc1)C1=CCOC1=O (stereo not drawn) | 86 | 69 | 91 | 79 | 74 | . | 75 | 58 | 77
FC(F)(F)c1cc(CNc2nc(Cl)ncc2Br)cc(C(F)(F)F)c1 | 103 | 98 | 98 | 71 | 93 | 67 | 107 | 96 | 80
CC(=O)N1N=C(c2ccc(Nc3nc(Nc4ccccc4)nc(Nc4ccccc4)n3)cc2)CC1c1cccc([N+](=O)[O-])c1 (stereo not drawn) | 95 | 100 | 103 | 129 | 109 | 80 | 86 | 95 | 110
O=C/C=C/C1CC=CCC1 (stereo not drawn) | 103 | 88 | 108 | 101 | 100 | 92 | 100 | 76 | 98
COc1cc(C(=O)C(C)[n+]2ccccc2)ccc1OC(C)=O (stereo not drawn) | 105 | 81 | 95 | 100 | 102 | 92 | 107 | 83 | 98
CCn1c(SC/C(=N/O)c2ccc(C)cc2)nnc1-c1ccncc1 | 100 | 107 | . | 104 | 102 | 81 | 100 | 98 | 107
FC(F)(F)c1ccc(/C=N/NC(=S)Nc2ccccc2)cc1 | 107 | 112 | 101 | 101 | 102 | 97 | 98 | 102 | 102
COc1cc(/C=N/N2CN(C(C)C(=O)O)B(Nc3ncccn3)N=C2N)cc(OC)c1 (stereo not drawn) | 95[100 µM] | 90[100 µM] | 105[100 µM] | 98[100 µM] | 97[100 µM] | 84[100 µM] | 100[100 µM] | 85[100 µM] | 93[100 µM]
C=C1CCC(C(C)C)C2C1C1CC(C)(O)C3CCC(C)(O3)C2O1 (stereo not drawn) | 106 | 105 | 100 | 107 | 110 | 83 | 91 | 111 | 106
CS(=O)(=O)N1CC(CCl)c2ccc([N+](=O)[O-])cc21 (stereo not drawn) | 92 | 110 | 110 | 103 | 102 | 102 | 102 | 99 | 105
Cc1ccc(S(=O)(=O)NCCNS(=O)(=O)c2ccc(C)cc2)cc1 | 101 | 111 | 97 | 108 | 99 | 93 | 86 | 92 | 101
O=C(CSc1nc2ccccc2c(=O)n1-c1ccccc1)Nc1ccc(S(=O)(=O)Nc2nccs2)cc1 | 68 | 70 | 118 | 94 | 45 | 57 | 44 | 38 | 67
COC(=O)Nc1ccc(NC(=O)OC)cc1 | 104 | 98 | 106 | 111 | 103 | 80 | 103 | 84 | 108
COc1cccc2c1CN(C(=O)c1ccc(O)c(C(=O)N3Cc4ccccc4C3)c1)C2 | 101 | 116 | 113 | 104 | 102 | 98 | 87 | 103 | 103
CCOC(=O)CCCCc1ccc(C(C)=O)cc1 | 100 | 103 | 101 | 103 | 101 | 106 | 98 | 98 | 105
CCOC(c1ccccc1)(c1ccccc1)c1ccccc1 | 99 | 95 | 105 | 95 | 97 | 82 | 105 | 98 | 88
O=C1C[C@H](c2cccc3ccccc23)Cc2ccccc2O1 | 103 | 101 | 103 | 101 | 97 | 91 | 105 | 92 | 99
C=CCSCC1Nc2cc(Cl)c(S(N)(=O)=O)cc2S(=O)(=O)N1C (stereo not drawn) | 104 | 105 | 105 | 98 | 95 | 102 | 102 | 110 | 101
C[C@@H](C[C@H](CCOC(=O)N(C)C)c1ccccc1)c1csc2ccccc12 | 83 | 83 | 110 | 87 | 93 | . | 87 | 75 | 95
CCOC(=O)Nc1ccc(OC(=O)Oc2ccc(NC(=O)OCC)cc2)cc1 | 104 | 112 | 102 | 100 | 96 | 96 | 111 | 107 | 103
Nc1nonc1-c1nc2ccccc2n1CC(=O)Nc1ccc(F)c(Cl)c1 | 79 | 69 | 86 | 72 | 62 | 25 | 114 | 62 | 39
C=CCOc1ccc2c(c1)CC[C@@H]1[C@@H]2CC[C@]2(C)[C@@H](O)C(=O)C[C@@H]12 | 108 | 95 | 107 | 98 | 97 | 104 | 106 | 97 | 90
C#CCN(C)CCCOc1ccc(NC(=O)CCCCCCC(=O)NO)cc1Cl | 12 | 11 | 13 | 25 | 39 | 26 | 30 | 3.0* | 65
O=C1CSC(=S)N1c1ccc(Br)cc1 | 95 | 86 | 98 | 76 | 94 | 80 | 94 | 78 | 75
N#Cc1c(NC(=O)c2ccccc2)nn2c3c(cnc12)CCC3 | 103 | 103 | 104 | 101 | 98 | 74 | 95 | 98 | 100
COc1cc(/C=C/C(=O)c2sc(N)nc2C)cc(OC)c1O | 99 | 101 | 95 | 98 | 98 | 92 | 101 | 97 | 106
CCOC(=O)C1=C(C)NC(SCc2nnc(-c3ccc(Cl)cc3)o2)=NC1c1ccc(Cl)cc1Cl (stereo not drawn) | 66 | 53 | 84 | 63 | 74 | 84 | 73 | 29 | 55
CCSc1sc(-c2ccc(C)cc2)nc1[P+](c1ccccc1)(c1ccccc1)c1ccccc1 | 5.0* | 2.5* | -23* | -63* | 7.8* | -8.6* | 8.1* | -21* | 1.9*
FC(F)(F)c1ccc2nc[nH]c2c1 | 81 | 108 | 101 | 107 | 114 | 84 | 106 | 101 | 106
CCCC(=O)OCC1OC(n2cc(C)c(=O)[nH]c2=O)CC1OC(=O)CCC (stereo not drawn) | 118 | 109 | 97 | 125 | 106 | 89 | 104 | 98 | 99
CC(C)C(C(=O)CCN(C)C)c1ccc(Cl)cc1 (stereo not drawn) | 108 | 106 | 104 | 104 | 100 | 88 | 95 | 80 | 93
Cc1cc(=O)[nH]c(N)n1 | 98&116&98&109 | 108&97&104&105 | 130&99&98&105 | 109&102&109&112 | 105&96&103&111 | 89&99&101&95 | 98&108&109 | 99&94&97&103 | 96&110&102&106
O=c1[nH]c(O)c(/C=N\C(=S)Nc2cc(Cl)ccc2Cl)c(=O)[nH]1 | 99 | 98 | 103 | 98 | 103 | 84 | 98 | 94 | 104
N#C/C(=C\c1c[nH]c2ccccc12)S(=O)(=O)c1ccccc1 | 99 | 113 | 88 | 104 | 106 | 100 | 95 | 93 | 114
N#C/C(=C\c1c(Cl)cncc1Cl)c1nc2ccccc2s1 | 106 | 98 | 117 | 93 | 102 | 71 | 95 | 85 | 81

Remaining list, next part:
SMILES | SW-620 | HT29 | HCC-2998 | KM12 | SF-268 | SNB-75 | SNB-19 | HCT-116 | HCT-15
Nc1nc(SCc2ccccc2)c2[nH]cnc2n1 | 123 | 119 | 105 | 109 | 109 | 100 | 86 | 98 | 94
OB(O)c1ccccc1C[n+]1ccc(-c2ccc3ccc4c(-c5cc[n+](Cc6ccccc6B(O)O)cc5)ccc5ccc2c3c54)cc1 | 117[6 µM] | 110[6 µM] | 101[6 µM] | 101[6 µM] | 114[6 µM] | 110[6 µM] | 75[6 µM] | 92[6 µM] | 110[6 µM]
CCCC(C)NCCOC(=O)C(c1ccccc1)c1ccccc1 (stereo not drawn) | 108 | 92 | 97 | 101 | 106 | 99 | 102 | 100 | 104
O=C(NCCNc1nccc(-c2c(-c3cccc(O)c3)nc3sccn23)n1)c1ccc(N2CCOCC2)c(C(F)(F)F)c1 | 111 | 69 | 106 | 77 | 79 | 58 | 107 | 60 | 80
CC(=O)Oc1ccc(CCN2C(=O)CSC2=S)cc1 | 47 | 107 | 108 | 22 | 92 | 103 | 95 | 76 | 62
COc1ccc2c(c1)C(=O)/C(=C/c1ncc([N+](=O)[O-])n1C)O2 | -41* | -21* | -64* | -36* | -40* | 70 | -17* | -11* | 6.8*
Cn1cc(-c2csc(-c3c[nH]c4ncccc34)n2)c2ccccc21 | 92 | 80 | 92 | 53 | 83 | 71 | 95 | 67 | 64
OCCN1CCNCC1 | 106 | 104 | 96 | 101 | 104 | 103 | 102 | 101 | 100
O=c1nc(NCc2ccccc2Cl)sc2ccccc12 | 112 | 102 | 114 | 101 | 116 | 127 | 98 | 103 | 96
CCN(CC)c1ccc(C(=C2C=CC(=[N+](CC)CC)C=C2)c2cc(O)c(S(=O)(=O)O)cc2S(=O)(=O)O)cc1 | 98&101 | 97&107 | 96&111 | 108&104 | 113&109 | 131&95 | 106&99 | 100&98 | 98&108

Compounds shown so far that have an NH in an aromatic ring:
SMILES | SW-620 | HT29 | HCC-2998 | KM12 | SF-268 | SNB-75 | SNB-19 | HCT-116 | HCT-15
CC(=O)c1c[nH]c2ccc(-c3ccnc(Nc4ccc(NC(=O)C5CCCC5)c(CN5CCOCC5)c4)n3)cc12 | 0.2* | 7.0* | -31* | -64* | -42* | -81* | -6.5* | 0.9* | -22*
Cc1[nH]c(C(=O)Nc2ccc(C(N)=O)cc2OCc2cccc(C(=O)NCCN)c2)c(Cl)c1Cl | 98 | 94 | 104 | 98 | 100 | 97 | 90 | 98 | 103
FC(F)(F)c1ccc2nc[nH]c2c1 | 81 | 108 | 101 | 107 | 114 | 84 | 106 | 101 | 106
CCCC(=O)OCC1OC(n2cc(C)c(=O)[nH]c2=O)CC1OC(=O)CCC (stereo not drawn) | 118 | 109 | 97 | 125 | 106 | 89 | 104 | 98 | 99
Cc1cc(=O)[nH]c(N)n1 | 98&116&98&109 | 108&97&104&105 | 130&99&98&105 | 109&102&109&112 | 105&96&103&111 | 89&99&101&95 | 98&108&109 | 99&94&97&103 | 96&110&102&106
O=c1[nH]c(O)c(/C=N\C(=S)Nc2cc(Cl)ccc2Cl)c(=O)[nH]1 | 99 | 98 | 103 | 98 | 103 | 84 | 98 | 94 | 104
N#C/C(=C\c1c[nH]c2ccccc12)S(=O)(=O)c1ccccc1 | 99 | 113 | 88 | 104 | 106 | 100 | 95 | 93 | 114
Nc1nc(SCc2ccccc2)c2[nH]cnc2n1 | 123 | 119 | 105 | 109 | 109 | 100 | 86 | 98 | 94
Cn1cc(-c2csc(-c3c[nH]c4ncccc34)n2)c2ccccc21 | 92 | 80 | 92 | 53 | 83 | 71 | 95 | 67 | 64

Source: PubChem BioAssay (NCI)
